Screens from PubChem.
LMPTP block = LMPTP (human) inhibition | P24666 | recombinant LMPTP-A, OMFP fluorogenic substrate, fluorescence intensity | inhibition, % at 20 µM | actives 0.22% (n = 360,000);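 active = compounds that cut the enzyme signal by at least half of the control window in the single-dose screen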;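 note: plate controls were DMSO wells with enzyme plus substrate for no effect and substrate without enzyme for full effect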
Target sequence (P24666 whole entry, looked up): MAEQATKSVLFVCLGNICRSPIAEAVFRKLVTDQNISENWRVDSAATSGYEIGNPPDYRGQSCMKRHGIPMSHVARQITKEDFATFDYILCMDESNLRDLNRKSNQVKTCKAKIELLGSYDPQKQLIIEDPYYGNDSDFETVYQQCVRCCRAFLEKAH
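material = LMPTP-A | quantity = 0.625 nM enzyme | reagent = OMFP substrate, 400 µM final | buffer or medium = Bis-Tris pH 6.0, DTT, detergent | detection = endpoint fluorescence intensity from OMFP dephosphorylation | dosing = single 20 µM dose | read-out basis = % inhibition relative to no-enzyme and uninhibited control wells | control set = no-enzyme and uninhibited controls | timing = 50 min at room temperature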
DNMT1 inh = blocks human DNA methyltransferase DNMT1 | DNMT1 molecular beacon, Hinp1I cleavage, fluorescence | actives 0.83% (n = 360,000) | AID 588458 | P26358 | inhibition (reported as % activation of signal), % at 10 µM; in the data active = inhibition above about 50%
Rin1-Abl PPI inh = blocks binding of human Rin1 to Abl | P00519+Q13671 | inhibition, % at 7.35 µM | AID 588664 | actives 0.4% (n = 360,000) | TR-FRET Rin1/Abl binding, biochemical; in the data active = inhibition above about 5%, passing the limit was not always enough
SUMO1 PPI mod = alters human SUMO1 binding to SIM partners | P63165 | SUMO1 binding to a labelled peptide, TR-FRET, 1 h | inhibition, % at 20 µM | actives 0.33% (n = 360,000) | AID 602429; in the data active = inhibition above about 37%
Target sequence (P63165 whole entry, looked up): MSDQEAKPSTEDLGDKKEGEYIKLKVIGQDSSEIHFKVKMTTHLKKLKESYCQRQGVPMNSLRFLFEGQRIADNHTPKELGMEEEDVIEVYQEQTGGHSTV
Rpn11 block = Rpn11 (human) deubiquitinase inhibition; actives 0.59% (n = 360,000); calls only at 20 µM; O00487; human 26S proteasome, Ub4-pepOG fluorescence polarization; 20S core pre-blocked with epoxomicin;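 active = inhibition at 20 µM, scaled to each plate's controls, above about 33%, limit read from the data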
Target sequence (O00487 whole entry, looked up): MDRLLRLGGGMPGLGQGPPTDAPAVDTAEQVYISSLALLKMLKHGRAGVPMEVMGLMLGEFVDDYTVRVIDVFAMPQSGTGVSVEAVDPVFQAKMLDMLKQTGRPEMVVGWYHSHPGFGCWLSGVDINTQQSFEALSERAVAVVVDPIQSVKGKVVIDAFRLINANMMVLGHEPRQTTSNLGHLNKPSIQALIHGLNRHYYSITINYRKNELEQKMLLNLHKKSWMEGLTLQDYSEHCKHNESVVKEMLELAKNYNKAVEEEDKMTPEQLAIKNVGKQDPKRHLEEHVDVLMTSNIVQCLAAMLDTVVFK
STEP block = blocks human striatal-enriched tyrosine phosphatase; AID 588621; inhibition, % at 20 µM; actives 0.25% (n = 360,000); recombinant STEP, OMFP fluorogenic substrate, fluorescence;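 active = inhibition at 20 µM, scaled per plate between control wells, above about 37%, limit read from the data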;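 note: 0% = DMSO with enzyme and substrate and 100% = substrate only without enzyme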
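System: STEP phosphatase, cell-free reaction; Buffer or medium: Bis-Tris pH 6.0 buffer with DTT, detergent; Incubation: 20 min at room temperature, dark; Measured by: fluorescence, 480/540 nm.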
NadD block = inhibitors of Staphylococcus aureus NadD; purified NadD enzyme, colorimetric absorbance read-out; inhibition, % at 20 µM; actives 0.78% (n = 360,000); in the data active = inhibition above about 26%; note: some compounds past the cut are filed as inactive
Neddyl block = blocks human cullin neddylation | TR-FRET cullin neddylation, biochemical | calls only at 25 µM | actives 0.58% (n = 360,000) | AID 651699; in the data active = inhibition above about 36%
CSN inh = CSN deneddylation inhibition. AID 651999. Purified CSN, SCF-Nedd8-OG deneddylation, fluorescence polarization. actives 0.38% (n = 360,000). inhibition, % at 12.5 µM;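 active = pattern-corrected inhibition above about 35%, with an unprinted fluorescence ratio check between 0.5 and 1.5, limit read from the data, passing the limit was not always enough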;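 note: 0% = enzyme with substrate and 100% = substrate without enzyme; some results filed as inactive read as strong as hits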
Target sequence (Q92905 whole entry, looked up, one chain of several): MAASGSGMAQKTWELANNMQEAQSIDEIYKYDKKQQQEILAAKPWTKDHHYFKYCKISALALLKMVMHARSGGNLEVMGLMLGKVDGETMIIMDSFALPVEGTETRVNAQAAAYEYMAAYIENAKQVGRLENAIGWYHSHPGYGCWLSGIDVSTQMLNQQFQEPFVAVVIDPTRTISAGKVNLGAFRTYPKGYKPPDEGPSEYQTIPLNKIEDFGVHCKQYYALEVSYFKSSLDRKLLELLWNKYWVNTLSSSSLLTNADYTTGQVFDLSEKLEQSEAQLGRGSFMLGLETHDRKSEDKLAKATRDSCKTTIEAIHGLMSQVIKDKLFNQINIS
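assay system = purified human Csn5 enzyme expressed in HEK293T cells | amount = 0.24 nM enzyme | buffer or medium = Tris/NaCl/DTT buffer, pH 7.5 | reagent = 10 nM SCFSkp2-Nedd8OG | compound = one concentration, 12.5 µM, 0.25% DMSO | times = 90 min reaction at room temperature | signal = FP | read-out basis = % inhibition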
Scp-1 inhibitor = Scp-1 (human) phosphatase inhibition | actives 0.88% (n = 340,000) | Recombinant Scp1, phosphopeptide, malachite green phosphate absorbance | AID 493091 | inhibition, % at 20 µM;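 active = inhibition above about 50% at 20 µM, limit read from the data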;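 note: plate controls were DMSO wells with enzyme for no effect and wells lacking enzyme for full effect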
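Test system: SCP-1 phosphatase catalytic domain, residues 76-261; measured by: colorimetric phosphate reagent with accelerator and stabiliser, absorbance at 630 nm; timing: enzyme reaction 45 min at room temperature, colour 5 min, stabilisation 30 min; also added: Phosphorylated 17-residue peptide substrate; compound dosing: one concentration, 20 µM, with 1.0% DMSO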
* marks the source's active call; other numbers are inactive results; i = inactive; · = not tested or not shown; + = active, no number. This is a random part of the collection; about 3.8% have a hit in one of these screens.

SMILES	LMPTP block	DNMT1 inh	Rin1-Abl PPI inh	SUMO1 PPI mod	Rpn11 block	STEP block	NadD block	Neddyl block	CSN inh	Scp-1 inhibitor
O=C(/C=C/c1cccc([N+](=O)[O-])c1)N(c1ccccn1)c1ccccn1	-1.6	-2	-1	-23	i	-1	1	i	-1	-1
O=C(OCC(=O)c1ccccc1Br)c1ccncc1	-1.7	1	0	0	i	-2	-7	i	-3	-3
COc1ccc(NC(=O)CSCC(=O)N(C)CC(=O)Nc2ccc(Cl)c(C(F)(F)F)c2)cc1	1.4	-1	3	2	i	-1	-7	i	-2	-9
Cc1noc(C)c1S(=O)(=O)N1CCCC(C(=O)Nc2nccs2)C1 (stereo not drawn)	-1.4	1	-3	5	i	-2	-4	i	-1	-10
Cc1ccc(S(=O)(=O)N2CCCCC2)cc1NC(=S)NC(=O)c1ccco1	-0.2	1	-4	-1	i	-1	-7	i	1	3
O=C(NC(=S)NCCc1ccc(Cl)cc1)c1ccco1	1.8	-6	1	2	i	-2	-7	i	-1	-12
O=C(NC1CCCCC1)c1ccc(-c2ccccc2F)o1	1.2	0	2	-5	i	-1	-6	i	-4	-2
COC(=O)C1(c2ccccc2)NC(c2cccs2)C2C(=O)N(C)C(=O)C21 (stereo not drawn)	-0.2	0	2	2	i	-8	3	i	5	0
CCOc1ccc(Br)cc1/C=N/NC(=O)c1ccncc1	1.1	-1	0	-6	i	-3	-3	i	2	5
CCOC(=O)C1(Cc2cccc(F)c2)CCN(Cc2nc(CC)[nH]c2C)CC1	2.2	-9	-2	1	·	-2	12	i	30	-6
COc1cc2c(c(OC)c1OC)C(c1ccc(C)cc1)CC(=O)O2 (stereo not drawn)	1.5	4	2	2	i	-1	0	i	-3	-9
O=C(CC[C@H]1O[C@@H](n2cnc3c(NC(=O)c4ccccc4)ncnc32)[C@H](O)[C@@H]1O)NCCCN1CCCC1=O	-0.9	5	2	4	i	-3	-3	i	-5	·
CCOc1ccc(NS(=O)(=O)c2ccc3[nH]c(=O)c(=O)[nH]c3c2)cc1	-0.9	-3	-2	2	i	3	-1	i	-9	-5
Cc1ccccc1OCc1nnc(SCC(=O)O)n1-c1cccc(Cl)c1	-1.8	-1	-1	10	i	0	0	i	1	3
O=C(O)CCN1C(=O)/C(=C\c2ccc(-c3nc4ccccc4s3)o2)SC1=S	41	109*	2	87*	+	79*	25	i	i	63*

Single records, as listed above. Screens in order: LMPTP block, DNMT1 inh, Rin1-Abl PPI inh, SUMO1 PPI mod, Rpn11 block, STEP block, NadD block, Neddyl block, CSN inh, Scp-1 inhibitor
CCOc1ccc(NS(=O)(=O)c2ccc3[nH]c(=O)c(=O)[nH]c3c2)cc1 is listed with -0.9, -3, -2, 2, i, 3, -1, i, -9, -5
COC(=O)C1(c2ccccc2)NC(c2cccs2)C2C(=O)N(C)C(=O)C21 (stereo not drawn) is listed with -0.2, 0, 2, 2, i, -8, 3, i, 5, 0

(listing goes on)
SMILES	LMPTP block	DNMT1 inh	Rin1-Abl PPI inh	SUMO1 PPI mod	Rpn11 block	STEP block	NadD block	Neddyl block	CSN inh	Scp-1 inhibitor
Cc1ccc2c(c1)N(CC(=O)NCc1ccco1)C(=O)C(C(C)C)O2 (stereo not drawn)	-0.3	2	-2	6	i	0	-8	i	3	-15
Cc1ccc(Cn2ccc(NC(=O)c3cc(-c4ccc(Cl)cc4)on3)n2)cc1	-0.7	19	2	-4	i	0	11	i	6	0
COc1cccc(-c2cnc(C(O)c3ccc(-c4ccccc4)cc3)[nH]2)c1 (stereo not drawn)	1.5	-5	3	3	i	0	9	i	-3	·
O=C1/C(=C\c2ccco2)SC(=S)N1c1ccc(O)cc1	-2.3	-9	-1	-11	i	3	-3	i	7	-5
CCN1CCN(C(=S)Nc2sc(C)c(-c3ccccc3)c2C(=O)OC)CC1	0.6	-3	2	2	i	5	-12	i	-5	-5
O=C(CCCN1C(=O)/C(=C/c2ccccc2)SC1=S)Nc1cccc(O)c1	1.3	-15	-1	-19	i	-1	10	i	1	-5
Nc1nc(CSc2nc3ccccc3s2)nc(N2CCOCC2)n1	-0.6	5	6	1	i	0	1	i	-5	-5
CCN1C(=O)C2(C(C#N)=C(N)Oc3n[nH]c(C(C)C)c32)c2ccccc21 (stereo not drawn)	-2.2	0	4	3	i	0	1	i	1	-4
CCOC(=O)CSC1=NC(=O)CS1	0.9	-5	-2	-2	i	-1	-7	i	4	5
COC(=O)CCCC(=O)Nc1ccc(Cl)c(Cl)c1	0.2	2	-3	1	i	1	-2	i	-3	-2
O=c1c2ccccc2nc2n1CCc1c-2[nH]c2ccccc12	-1.0	7	-1	-1	i	0	2	·	2	-14
COCCn1c(=NC(=O)CCS(=O)(=O)c2ccccc2)sc2cc(C)ccc21	-1.6	-2	-2	-1	i	-3	2	i	4	-2
O=C(Nc1cccc(C(F)(F)F)c1)N1CCN(C(=O)Nc2cccc(C(F)(F)F)c2)CC1	-2.7	3	-1	0	i	-1	4	i	7	-18
c1cncc(-c2csc(NCc3ccco3)n2)c1	-1.1	-5	-3	-3	i	0	4	i	2	-6
CCOC(=O)c1c(-c2cccc([N+](=O)[O-])c2)csc1NC(=O)CCCOc1ccccc1OC	3.4	-9	3	-1	i	7	-5	i	1	-10

Arranged by heavy-atom count (smallest number first): part of the list above
SMILES	LMPTP block	DNMT1 inh	Rin1-Abl PPI inh	SUMO1 PPI mod	Rpn11 block	STEP block	NadD block	Neddyl block	CSN inh	Scp-1 inhibitor
O=C1/C(=C\c2ccco2)SC(=S)N1c1ccc(O)cc1	-2.3	-9	-1	-11	i	3	-3	i	7	-5
O=C(CCCN1C(=O)/C(=C/c2ccccc2)SC1=S)Nc1cccc(O)c1	1.3	-15	-1	-19	i	-1	10	i	1	-5
CCOC(=O)c1c(-c2cccc([N+](=O)[O-])c2)csc1NC(=O)CCCOc1ccccc1OC	3.4	-9	3	-1	i	7	-5	i	1	-10

Continuation.
SMILES	LMPTP block	DNMT1 inh	Rin1-Abl PPI inh	SUMO1 PPI mod	Rpn11 block	STEP block	NadD block	Neddyl block	CSN inh	Scp-1 inhibitor
O=C(COC(=O)c1cccc([N+](=O)[O-])c1)NNC(=O)c1cccs1	-0.3	0	-1	-20	i	-1	3	i	3	-9
CCOC(=O)[C@H]1[C@H]2COc3ccc(Cl)cc3[C@@H]2N2C(=O)CN(Cc3ccc(F)cc3)C(=O)[C@@]12C	0.4	-1	3	-5	i	-2	-11	i	1	-14
O=C(NNC(=S)NC(=O)c1ccccc1)c1cccc([N+](=O)[O-])c1	-0.9	-2	0	-27	i	1	-3	i	-1	-12
COc1ccc(-c2ccc3c(c2)O[C@H](CN(C)C(=O)Nc2ccccc2F)[C@@H](C)CN([C@H](C)CO)S3(=O)=O)cc1	-1.6	-10	-3	1	i	0	-10	i	-4	·
CS(=O)(=O)N(CC(=O)N1CCOCC1)c1cc(C(F)(F)F)ccc1Cl	-1.4	2	0	4	i	0	-1	i	4	-6
CCn1c(=O)n(CC(=O)NC2CCCC(C)C2C)c(=O)c2ccccc21 (stereo not drawn)	-0.8	3	-2	5	i	-1	-2	i	-1	-6
CC(NC(=O)C1CCCN1C(=O)OC(C)(C)C)C(=O)OCc1ccccc1 (stereo not drawn)	0.0	2	2	-5	i	0	0	i	-2	·
N#Cc1ccccc1OCc1nnc(-c2ccccc2Br)o1	0.8	-3	-1	5	i	1	-13	i	3	-12
COc1ccc(-c2cc(C(=O)Nc3cc(Cl)ccc3O)no2)cc1	66*	54*	7	-1	+	14	3	i	5	-4
CC(C)n1cc2c(N)ncnc2n1	-1.1	1	0	1	i	-2	1	i	6	0
COc1ccccc1CN1CC(C(=O)NCc2ccc(SC)cc2)CCC1=O (stereo not drawn)	0.5	4	-1	2	i	-2	-1	i	1	-5
CN(CC(=O)Nc1ccccc1C(F)(F)F)C(=O)CSc1nnnn1C	-1.1	-1	5	1	i	1	-7	i	-4	-6
CCOC(=O)C1(C)CCCN(C(=O)c2cc(F)cc(F)c2)C1 (stereo not drawn)	-0.2	3	-3	1	i	-4	3	i	0	·
Cc1ccc(S(=O)(=O)Nc2nc3ccccc3nc2NCC2CCCO2)cc1C (stereo not drawn)	-0.4	1	-2	0	i	2	-1	+	-2	-1
CCN(CC)c1ccc(/C=C2\NC(=O)NC2=O)cc1	-1.1	-3	-5	-17	i	-1	2	i	3	-8
O=C(COC(=O)c1cccc(NS(=O)(=O)c2ccc(F)c(F)c2)c1)NC(=O)NC1CCCCC1	3.6	-6	0	1	i	-3	5	i	-7	-7
CC(C)(C)C(=O)Nc1cccc(-c2ccc[nH]2)n1	-1.2	4	-1	8	i	-4	-1	·	0	0
O=S(=O)(c1cc(Cl)c(Cl)cc1Cl)N1CCN2CCCC2C1 (stereo not drawn)	-1.0	-1	2	-6	i	-3	5	i	-2	-8
O=C(N[C@@H](Cc1ccccc1)C(=O)OCc1ccccc1)c1nc[nH]c1C(=O)N1CCc2ccccc2C1	1.8	-10	2	6	i	-1	6	i	0	2
Cc1ccc(NC(=O)CCCCCN2C(=O)[C@@H]3Cc4ccccc4CN3C2=O)c(C)c1	0.8	2	3	3	i	-3	-4	i	1	-8
COc1ccc(S(=O)(=O)N2CCN(C)CC2)cc1NC(=O)c1ccccc1C	-0.8	-1	0	-5	i	-1	3	i	-2	-3
CCC(=O)Nc1ccc2c(c1)nc(CCN1CCN(C)CC1)n2C	-4.3	-3	0	0	i	0	-2	i	-4	-8
Cc1ccc(S(=O)(=O)N(CC(=O)Nc2ccc(Cl)cc2)C(=O)N2CCN(C)CC2)cc1	-0.8	4	0	-1	i	-2	2	i	4	2
COc1ccc(C(=O)NCCS(=O)(=O)N(C)Cc2ccccc2)cc1	-0.6	-1	1	5	i	-2	-1	i	4	-6
COc1ccccc1CN1CCN(Cc2nc(-c3ccccc3)no2)CC1	-0.1	-5	2	5	i	-1	-5	i	9	-1
CCOc1ccc(NC(=O)Cn2nnc(-c3ccccc3NC(=O)CC)n2)cc1	-0.1	0	7	2	i	0	-5	i	3	-11
COCCNC(=O)C(=O)N/N=C(\C)CC(=O)Nc1cccnc1	-1.9	0	4	-1	i	-6	-5	i	0	-2
O=C(O)CCC(=O)NNC(=O)c1cccc(Br)c1	-1.1	2	0	0	i	4	-2	i	5	4
COc1ccc(CC(=O)OCC(=O)NC2CC2)cc1	-0.3	3	2	-4	i	-3	0	i	4	-6
Cc1nn(-c2ccccc2)c(Cl)c1CN(C(=O)CCl)c1cccc2ccccc12	2.7	9	-2	-2	i	4	-5	i	5	-15
COc1ccc(Cl)cc1-c1n[nH]c(=S)o1	-0.4	4	-81	0	i	-1	10	i	-6	-5
CC1(C)Oc2ccc3ccc(=O)oc3c2/C(=C/Nc2cccc(O)c2)C1=O	2.3	4	4	-3	i	-2	-4	i	-4	1
CC(=O)Nc1ccc(S(=O)(=O)NCc2ccc(C(=O)NC(C)c3ccccc3)cc2)cc1 (stereo not drawn)	-1.0	1	3	-1	i	0	8	i	0	-7
